# NALP3 yeast inh = NALP3 inhibition in yeast; Yeast reconstituted NLRP3/ASC/caspase-1, beta-gal luminescence, 24 h; inhibition, % at 10 µM; actives 0.39% (n = 330,000); AID 2825;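 active means inhibition of 50% or more; inactive means inhibition below 50%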;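 further: plate controls were induced DMSO wells for no effect and uninduced yeast grown without galactose for full effect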
# Apaf-1 inh = inhibitors of human Apaf-1 apoptosome. actives 0.71% (n = 330,000). inhibition, % at 20 µM. O14727. reconstituted apoptosome caspase-3 activity, DEVD-Rh110 fluorescence; active means inhibition of at least 40% at 20 µM;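 further: plate controls were DMSO wells for no effect and DEVD-CHO caspase inhibitor wells for full effect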
#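 Material: reconstituted apoptosome with Apaf-1, cytochrome c, caspase-9, procaspase-3, dATP; medium: pH 7.5 Hepes buffer with CHAPS, BSA, DTT; also added: cytochrome c and DEVD-Rh110 substrate; timing: 30 min plus 50 min, RT; signal: Rh110 fluorescence intensity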
# HKDC1 inh = blocks human hexokinase HKDC1 activity | actives 0.16% (n = 340,000) | recombinant HKDC1, G6PDH/diaphorase resazurin coupled fluorescence | Q2TB90 | inhibition, % at 20 µM;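 active means inhibition above about 35% when tested at 20 µM, limit read from the data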;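 further: plate controls were DMSO wells with enzyme for no effect and DMSO wells lacking enzyme for full effect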
# Target sequence (Q2TB90 whole entry, looked up): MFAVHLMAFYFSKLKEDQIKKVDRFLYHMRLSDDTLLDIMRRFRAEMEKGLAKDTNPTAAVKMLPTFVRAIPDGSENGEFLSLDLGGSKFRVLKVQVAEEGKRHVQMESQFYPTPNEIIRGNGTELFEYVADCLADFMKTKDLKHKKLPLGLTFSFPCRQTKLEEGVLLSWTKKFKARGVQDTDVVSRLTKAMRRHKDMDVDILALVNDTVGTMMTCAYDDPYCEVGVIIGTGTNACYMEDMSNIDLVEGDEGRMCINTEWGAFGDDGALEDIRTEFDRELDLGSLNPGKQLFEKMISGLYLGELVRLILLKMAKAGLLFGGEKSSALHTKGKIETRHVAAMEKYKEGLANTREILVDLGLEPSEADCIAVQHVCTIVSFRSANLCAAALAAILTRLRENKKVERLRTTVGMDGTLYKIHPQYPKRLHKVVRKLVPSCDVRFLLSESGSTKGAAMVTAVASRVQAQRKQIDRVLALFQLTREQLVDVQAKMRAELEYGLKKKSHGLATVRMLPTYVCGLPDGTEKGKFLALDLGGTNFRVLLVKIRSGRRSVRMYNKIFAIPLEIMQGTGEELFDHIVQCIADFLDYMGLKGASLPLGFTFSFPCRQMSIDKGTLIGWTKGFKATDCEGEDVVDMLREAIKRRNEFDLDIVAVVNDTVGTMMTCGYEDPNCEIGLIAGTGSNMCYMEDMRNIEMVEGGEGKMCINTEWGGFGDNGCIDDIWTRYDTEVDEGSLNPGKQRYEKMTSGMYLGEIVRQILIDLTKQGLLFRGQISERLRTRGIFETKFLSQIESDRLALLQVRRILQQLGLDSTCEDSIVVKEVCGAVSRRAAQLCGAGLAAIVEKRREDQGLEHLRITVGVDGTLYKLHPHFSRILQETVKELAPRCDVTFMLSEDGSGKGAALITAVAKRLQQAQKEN
#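 System: Recombinant HKDC1 hexokinase | Amount: HKDC1 at 5 µg/mL | Reagent: Glucose with 1 mM ATP | Doses: Single 20 µM dose | Incubation: Reaction time 90 min, room temperature, protected from light | Signal: Coupled resazurin fluorescence, excitation 525 nm, emission 613 nm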
# PfGluPho inh = PfG6PD (Plasmodium falciparum) enzyme inhibition | actives 0.78% (n = 350,000) | inhibition, % at 20 µM | PfGluPho enzyme, NADPH resazurin-diaphorase fluorescence;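 active means inhibition reaching at least a set limit at 20 µM in the primary screen, cut at about 59% in these data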;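 further: 0% = DMSO wells with substrate and 100% = DMSO wells lacking glucose-6-phosphate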
# SENP8 block-1 = blocks the human protease SENP8. Q96LD8. purified SENP8, Z-RLRGG-aminoluciferin cleavage, luminescence. inhibition, % at 10 µM. actives 1.2% (n = 330,000). AID 2540; in the data active means inhibition above about 50%
# SENP7 inh = inhibitors of human SENP7 protease; recombinant SENP7, Z-RLRGG-aminoluciferin luminescence, 40 min; inhibition, % at 5 µM; actives 1.5% (n = 330,000); AID 434973; Q9BQF6;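 active means inhibition above about 50% at the single test dose, limit read from the data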;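 further: plate controls were DMSO with enzyme for no effect and no enzyme buffer wells for full effect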
# SENP8 block-2 = blocks human SENP8 cleavage of Nedd8 substrate; Q96LD8; recombinant SENP8, Nedd8 substrate fluorescence; inhibition, % at 20 µM; actives 0.64% (n = 360,000); AID 602440; in the data active means inhibition mostly above about 40%, no sharp cut-off; inactive means mostly below about 27%
# SENP6 inh = inhibitors of human SENP6 protease. Q9GZR1. Recombinant SENP6 catalytic domain, aminoluciferin luminescence. inhibition, % at 10 µM. actives 1.8% (n = 330,000);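 active means inhibition above about 50% at the single tested dose, limit read from the data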;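 further: plate controls were DMSO wells with enzyme for no effect and DMSO wells lacking enzyme for full effect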
# SENP1 FRET inh = SENP1 (human) catalytic domain inhibition | recombinant SENP1 catalytic domain, CyPet-SUMO1-YPet FRET cleavage | inhibition, % at 10 µM | Q9P0U3 | AID 624204 | actives 0.21% (n = 360,000);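 active means inhibition at least 30% at 10 µM, raw YFP signal under a set limit, fluorescence ratio 0.5 to 1.5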;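 further: 0% = enzyme with DMSO and 100% = no enzyme wells; some results filed as inactive read as strong as hits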
# Target sequence (Q9P0U3 419-644 limits assumed): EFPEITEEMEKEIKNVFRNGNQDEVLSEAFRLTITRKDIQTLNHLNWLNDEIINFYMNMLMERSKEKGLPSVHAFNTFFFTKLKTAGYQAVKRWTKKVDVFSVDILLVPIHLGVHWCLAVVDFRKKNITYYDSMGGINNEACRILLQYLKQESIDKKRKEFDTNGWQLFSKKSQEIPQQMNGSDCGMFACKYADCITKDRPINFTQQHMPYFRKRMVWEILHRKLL
#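 Test system: recombinant human SENP1 catalytic domain, His6-tagged / Medium: pH 8 Tris buffer with EDTA, NaCl, BME, BSA, NP40, catalase / Also added: SUMO1 FRET substrate flanked by Cypet and Ypet, 25 nM / Times: 50 min reaction at room temperature / Signal: FRET, CFP and YFP emission / Control set: no-enzyme low control and enzyme-plus-DMSO high control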
# The depositor's hits bear a star; i = inactive; . = no result given. Compounds were not picked by outcome (roughly 4.1% active in at least one column).
# Start of the data: the first two compounds as a preview:
no.	smiles	NALP3 yeast inh	Apaf-1 inh	HKDC1 inh	PfGluPho inh	SENP8 block-1
1	CCOC(=O)/C=C1\SC(C)C(=O)N1CC(=O)N(CCC#N)c1ccccc1 (stereo not drawn)	13	10	-4	-19	-12
2	CCCCCCCCCC(=O)NNC(=O)c1c(O)c2ccccc2n(CC)c1=O	10	12	-41	-59	-7

no.	SENP7 inh	SENP8 block-2	SENP6 inh	SENP1 FRET inh
1	6	-2	-3	0
2	-3	-10	5	1

# All compounds of this part, from the start:
no.	smiles	NALP3 yeast inh	Apaf-1 inh	HKDC1 inh	PfGluPho inh	SENP8 block-1
1	CCOC(=O)/C=C1\SC(C)C(=O)N1CC(=O)N(CCC#N)c1ccccc1 (stereo not drawn)	13	10	-4	-19	-12
2	CCCCCCCCCC(=O)NNC(=O)c1c(O)c2ccccc2n(CC)c1=O	10	12	-41	-59	-7
3	O=C(NCc1ccc(Cl)cc1)c1nccnc1CO	4	3	-6	1	4
4	CN(C)C1=NC[C@H](Cc2ccccc2)N1CC1CCCCC1	4	2	-1	-1	4
5	Cc1ccc(NS(=O)(=O)c2cccc(C(=O)NC3CC3)c2)c(C)c1	5	8	-1	-8	-2
6	CC(=O)C1=C(c2ccccc2)OC(N)=C(C#N)C1c1ccccc1F (stereo not drawn)	-4	5	-4	-13	5
7	CCn1cc(C2=NOC(C(=O)Nc3cccc(C(C)=O)c3)C2)c(C)n1 (stereo not drawn)	-2	-12	3	3	4
8	Cc1nn(-c2ccc(C(=O)N3CCN(S(=O)(=O)c4ccccc4C(F)(F)F)CC3)cc2)c(C)c1Cl	24	10	-4	-11	-10
9	CC(C)(C)c1cc[n+](CC(=O)Nc2cc(C(F)(F)F)ccc2N2CCOCC2)cc1	0	2	1	-1	-2
10	O=C(NCc1ccccc1)c1cc[n+]([O-])cc1	9	0	0	-6	2
11	CN(N=O)c1ccc(CC2CCc3ccccc32)cc1 (stereo not drawn)	.	.	4	22	.
12	Cc1ccc(C(=O)Nc2c(C)cc(-c3ccc(Cl)cc3)oc2=O)cc1	8	1	-6	-4	-13

no.	SENP7 inh	SENP8 block-2	SENP6 inh	SENP1 FRET inh
1	6	-2	-3	0
2	-3	-10	5	1
3	2	11	-3	1
4	0	16	-4	0
5	-1	8	-2	1
6	5	-33	-11	-11
7	5	21	-3	2
8	3	14	-5	0
9	13	-3	-18	3
10	-1	7	-12	1
11	.	-28	.	0
12	-9	-218	5	-30

# (listing goes on)
no.	smiles	NALP3 yeast inh	Apaf-1 inh	HKDC1 inh	PfGluPho inh	SENP8 block-1
13	COc1ccc(NC(=O)CSc2nnc(C3CCCCC3)n2N)cc1	15	-5	-6	0	4
14	COc1cc(/C=N\Nc2nc3ccccc3o2)cc(OC)c1OC	19	-4	16	18	5
15	CC(OC(=O)CCC(=O)c1cccs1)C(=O)Nc1ccc(Cl)cn1 (stereo not drawn)	3	-3	-9	34	0
16	CC1CC(=O)N(CC(=O)Nc2ccc(F)cc2F)c2ccccc2S1(=O)=O (stereo not drawn)	-3	-2	7	2	4
17	Cn1ncc(C#N)c1/N=C/N1CCCCC1	-4	3	-4	2	6
18	CCc1cc(=O)oc2c3c(cc(OCC(=O)N[C@H](C(=O)O)[C@H](C)CC)c12)OC(C)(C)CC3	2	8	6	-20	-1
19	CCOC(=O)CCNC(=O)N1CCCC(Cc2ccccc2)(C(=O)OCC)C1 (stereo not drawn)	5	-1	0	-12	8
20	O=S(=O)(c1cc(Br)c(Cl)s1)N1CCCC1	34	-8	-2	-5	-10
21	Nc1c(S(=O)(=O)c2cccs2)c2nc3ccccc3nc2n1/N=C/c1cccc(O)c1	16	9	-1	6	-3
22	Cc1noc(C)c1C(=O)OCC(=O)NC(=O)NC12CC3CC(CC(C3)C1)C2	-9	7	-2	-8	-8
23	Cc1nc(N)c2c(Cc3cccc4ccccc34)nn(C(C)(C)C)c2n1	18	26	5	22	-11
24	COCCSc1nnc(NC(=O)c2ccc(NC(=O)C(C)C)cc2)s1	3	2	-7	-7	0

no.	SENP7 inh	SENP8 block-2	SENP6 inh	SENP1 FRET inh
13	-4	28	-10	0
14	-3	-154	-14	-1
15	-4	-8	-10	7
16	3	13	0	1
17	4	25	-10	0
18	0	-253	-1	-1
19	0	-7	3	-3
20	16	-8	-15	0
21	1	-404	2	-7
22	1	32	-5	1
23	7	7	0	4
24	5	-198	5	1

# (list continues)
no.	smiles	NALP3 yeast inh	Apaf-1 inh	HKDC1 inh	PfGluPho inh	SENP8 block-1
25	O=C(CN(Cc1ccccc1Cl)C(=O)c1csnn1)NCc1ccc2c(c1)OCO2	10	7	-7	2	0
26	CC(Oc1ccc2c(-c3ccccc3)cc(=O)oc2c1)C(=O)NCCN1CCOCC1 (stereo not drawn)	5	-3	-8	-10	2
27	CCCNC(=O)N1CCN(S(C)(=O)=O)CC1	8	-2	-13	-2	-1
28	CCc1cc2cc(C)cc(C)c2nc1SCC(=O)N1CCCC1	4	34	7	-13	-8
29	O=C(Nc1cccc([N+](=O)[O-])c1)C1C2CCCCC21 (stereo not drawn)	12	0	-4	15	-14
30	Cc1ccccc1CS(=O)(=O)CC(O)CN1CCCC1=O (stereo not drawn)	8	-2	-5	7	-2
31	COc1ccc(C)cc1NC(=O)CN(C)S(=O)(=O)c1cccs1	19	5	-2	3	0
32	COc1ccc(N2C(=O)C(C)(C)C2c2c(O)ccc3ccccc23)cc1 (stereo not drawn)	0	26	0	2	-9
33	Cc1ccc(NC(=O)NC(=O)c2ccccc2)cc1F	9	-8	-9	-14	12
34	Cc1[nH]c2ccccc2c(=O)c1SC(F)(F)C(F)C(F)(F)F (stereo not drawn)	-10	-1	4	-14	12
35	CN(C(=O)c1ccccc1Cl)C1CCCCC1	1	2	-13	-6	-7
36	O=C(NC(=S)NCC1CCCO1)c1ccc([N+](=O)[O-])cc1 (stereo not drawn)	4	-2	5	2	-9

no.	SENP7 inh	SENP8 block-2	SENP6 inh	SENP1 FRET inh
25	-6	23	-17	5
26	-3	-22	5	-24
27	5	10	17	-2
28	-17	7	-8	1
29	9	22	-8	-1
30	8	7	-8	3
31	-2	13	1	-1
32	-1	-26	-16	-2
33	23	12	15	3
34	4	16	-6	-1
35	-12	15	-2	3
36	3	10	-9	1

# 9 compounds from above, arranged by formula weight, descending.
no.	smiles	NALP3 yeast inh	Apaf-1 inh	HKDC1 inh	PfGluPho inh	SENP8 block-1
26	CC(Oc1ccc2c(-c3ccccc3)cc(=O)oc2c1)C(=O)NCCN1CCOCC1 (stereo not drawn)	5	-3	-8	-10	2
31	COc1ccc(C)cc1NC(=O)CN(C)S(=O)(=O)c1cccs1	19	5	-2	3	0
32	COc1ccc(N2C(=O)C(C)(C)C2c2c(O)ccc3ccccc23)cc1 (stereo not drawn)	0	26	0	2	-9
28	CCc1cc2cc(C)cc(C)c2nc1SCC(=O)N1CCCC1	4	34	7	-13	-8
30	Cc1ccccc1CS(=O)(=O)CC(O)CN1CCCC1=O (stereo not drawn)	8	-2	-5	7	-2
36	O=C(NC(=S)NCC1CCCO1)c1ccc([N+](=O)[O-])cc1 (stereo not drawn)	4	-2	5	2	-9
33	Cc1ccc(NC(=O)NC(=O)c2ccccc2)cc1F	9	-8	-9	-14	12
29	O=C(Nc1cccc([N+](=O)[O-])c1)C1C2CCCCC21 (stereo not drawn)	12	0	-4	15	-14
27	CCCNC(=O)N1CCN(S(C)(=O)=O)CC1	8	-2	-13	-2	-1

no.	SENP7 inh	SENP8 block-2	SENP6 inh	SENP1 FRET inh
26	-3	-22	5	-24
31	-2	13	1	-1
32	-1	-26	-16	-2
28	-17	7	-8	1
30	8	7	-8	3
36	3	10	-9	1
33	23	12	15	3
29	9	22	-8	-1
27	5	10	17	-2

# (more compounds)
no.	smiles	NALP3 yeast inh	Apaf-1 inh	HKDC1 inh	PfGluPho inh	SENP8 block-1
37	CC(C)CN(CC(C)C)C1=N/C(=C\c2ccco2)C(=O)N1c1ccccc1	5	18	1	14	0
38	Cc1ccnc(NC(=O)CCC(=O)N(CC(=O)NCCc2ccccc2)c2ccccc2F)c1	-3	11	4	-1	7
39	Cc1noc(NS(=O)(=O)c2ccc(NC(=O)c3oc4ccc(Cl)cc4c3C)cc2)c1C	1	18	5	-29	-1
40	CCOC(=O)C1(Cc2ccc(OC)cc2)CCN(C(=O)CN2CCN(CC)CC2)CC1	3	4	-7	-7	0
41	Cc1cc(C)n(C2CC(=O)N(c3ccccc3)C2=O)n1 (stereo not drawn)	20	-13	8	-6	1
42	O=C(N/N=C/c1ccc(Sc2nc3ccccc3[nH]2)o1)c1ccncc1	8	-10	-5	15	6
43	CC(C)(C)NC(=O)C(c1ccc(O)cc1)N(C(=O)CCC(=O)Nc1nccs1)c1ccc(F)cc1 (stereo not drawn)	4	3	-5	-2	0
44	COc1ccc(-n2c3c(cc(C(=O)NCc4ccco4)c2=O)C(=O)CC(C)(C)C3)cc1	-1	-1	-7	13	0
45	O=C(COC(=O)Cn1cnc2ccccc21)Nc1cccc(S(=O)(=O)N2CCOCC2)c1	-5	2	-9	9	-1
46	CCC(C)NS(=O)(=O)c1ccc(OCC(=O)NCc2cccnc2)cc1 (stereo not drawn)	19	2	-5	-1	6
47	Oc1cccnc1SCc1ccccc1	5	0	3	6	1
48	CC(=O)c1c(C)n(-c2ccccc2)c2ccc(O)cc12	19	19	-5	6	-4

no.	SENP7 inh	SENP8 block-2	SENP6 inh	SENP1 FRET inh
37	5	i	5	-26
38	5	13	2	1
39	-10	8	0	-1
40	8	-3	-1	1
41	-3	12	-9	2
42	11	-18	-7	2
43	1	4	5	0
44	7	-114	3	4
45	-4	-2	12	-3
46	5	25	0	-1
47	6	13	13	2
48	6	-9	8	3

# Continuation:
no.	smiles	NALP3 yeast inh	Apaf-1 inh	HKDC1 inh	PfGluPho inh	SENP8 block-1
49	Cc1ccc(C(=O)NNC(=O)C2CCCN(c3ncccn3)C2)cc1 (stereo not drawn)	2	-15	-10	5	-2
50	Cc1ccc(S(=O)(=O)N2CCSC2=Nc2ccccc2)cc1	4	-5	.	.	-9
51	CC1(C(=O)O)C=CCN1C(=O)c1ccccc1 (stereo not drawn)	5	-6	-3	-13	3
52	COc1ccc(F)c(CN2CCCC(CNS(=O)(=O)c3cccc4cccnc34)C2)c1 (stereo not drawn)	3	0	4	6	-2
53	O=C(Cn1cnc2c(oc3nc4c(cc32)CCCC4)c1=O)Nc1ccccc1	6	8	-3	-7	5
54	COc1ccc(-c2cc(-c3cccs3)c(C#N)c(SCC(=O)NCc3ccco3)n2)cc1	4	4	3	5	-2
55	Cn1c(=O)oc2cc(S(=O)(=O)N3CCC(C(=O)NCC4COc5ccccc5O4)CC3)ccc21 (stereo not drawn)	8	4	-5	-4	0
56	O=C(CN1C(=O)NC2(CCCC2)C1=O)OCc1ccccc1	12	-12	-3	13	6
57	Cc1cc(N2CCN(C(=O)Nc3ccc(F)cc3F)CC2)c2ccccc2n1	17	1	-7	12	7

no.	SENP7 inh	SENP8 block-2	SENP6 inh	SENP1 FRET inh
49	-1	-35	3	4
50	-6	.	0	.
51	-2	12	3	0
52	7	8	9	-7
53	5	-41	1	-14
54	-2	-282	-13	-1
55	-3	11	0	2
56	-1	6	-2	-2
57	8	8	5	4
